HSF1 inhib – HSF1 inhibition | NIH3T3-HGL HSE-luciferase, MG132-induced, luminescence 8 h; hits give low values | activity change, negative = inhibition, % at 7.5 µM (by protocol) | hit rate 0.77% among 300,000 | AID 2098;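 active = more than half of replicate wells show activity change below -50%, luminescence cut by over half; inconclusive = some wells, but at most half, below -50%; inactive = no replicate well below -50%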;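 also: luciferase reports HSF-1 transcriptional activity via heat shock element; 0% = median of DMSO wells and -100% = zero luminescence signal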
HDAC3 inh – human HDAC3 inhibition. AID 2718. recombinant HDAC3, fluorogenic peptide/trypsin coupled, fluorescence. inhibition, % at 8.3 µM. O15379. hit rate 0.15% among 320,000; in the data active = inhibition above about 26%, passing the limit was not always enough; inconclusive = no clear call, values can overlap the other calls
Target sequence (O15379 whole entry, looked up): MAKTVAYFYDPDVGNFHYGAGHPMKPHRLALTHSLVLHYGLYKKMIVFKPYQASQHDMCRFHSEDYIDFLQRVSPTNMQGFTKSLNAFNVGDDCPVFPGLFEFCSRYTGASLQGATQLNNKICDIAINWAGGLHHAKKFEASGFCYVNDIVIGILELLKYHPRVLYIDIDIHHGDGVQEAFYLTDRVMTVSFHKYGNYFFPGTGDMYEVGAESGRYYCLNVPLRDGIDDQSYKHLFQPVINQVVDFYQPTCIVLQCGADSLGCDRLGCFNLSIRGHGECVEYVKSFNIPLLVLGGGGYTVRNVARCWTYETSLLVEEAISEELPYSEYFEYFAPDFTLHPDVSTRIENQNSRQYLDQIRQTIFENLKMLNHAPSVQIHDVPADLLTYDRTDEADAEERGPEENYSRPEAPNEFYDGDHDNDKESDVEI
IEC-6 cytotox – counter-screen for KLF5 inhibitors: cytotoxicity in IEC-6 cells. inhibition, % at 5 µM. hit rate 0.78% among 290,000. IEC-6 cytotoxicity, luminescence viability; in the data active = inhibition above about 22%;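 also: 0% = plate median of test compound wells and 100% = cytotoxic reference compound wells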
HSP90 refold inh – HSP90 refolding inhibition in rabbit reticulocyte lysate | luciferase refolding luminescence, 3 h | inhibition, % at 5.6 µM | hit rate 0.91% among 290,000 | AID 1789;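 active = inhibition above the screen-wide mean plus 3 SD, computed separately per campaign, cut at about 16% in these data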;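 also: 0% = DMSO wells and 100% = 60 µM geldanamycin wells; inhibitors lower the luminescence because luciferase stays unfolded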
HSF1 activator – increases HSF-1 driven luciferase reporter signal; NIH3T3-HGL HSF-1 luciferase reporter, MG132, 8 h; 100% = twice DMSO control signal; activation, % at 9 µM; hit rate 1.7% among 300,000;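 active = mean replicate activation of at least 50% with a set share of replicates each reaching 50%; inconclusive = only one of those two conditions met; inactive = mean below 50% and too few replicates reaching it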;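 also: 0% = median of the neutral control wells and 100% = twice that signal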
aSyn UTR inh – MLPCN primary screen, SNCA 5' untranslated region. inhibition, % (tested at 7.5 µM). alpha-synuclein 5'UTR reporter, inhibitor activity. AID 1813. hit rate 0.82% among 300,000; in the data active = inhibition above about 60%; inconclusive = no clear call, values can overlap the other calls;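 also: H4 neuroglioblastoma cells stably carrying SNCA 5'UTR luciferase fusion; 0% = DMSO wells and 100% = positive control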
Platelet DG rel – modulates dense granule release in human platelets; inhibition, %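 (compounds screened at 7.5 µM in platelet-rich plasma)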; AID 1663; hit rate 0.22% among 300,000; human platelet-rich plasma, SFLLRN dense granule ATP release, luminescence;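 active = mean replicate score, as percent of positive control, at or above 50; inconclusive = mean below 50 but at least one replicate at or above 50; inactive = mean and every replicate below 50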
AI-2 QS mod – modulators of Vibrio harveyi AI-2 quorum sensing system | Vibrio harveyi JMH597 AI-2 luminescence/OD600 ratio, 9 h; hits give low values; strain lacks LuxN and CqsS sensors; 0 = neutral-control median | activity change, % at 7.5 µM | hit rate 0.4% among 300,000; in the data active = activity change below about -75%, passing the limit was not always enough; inconclusive = no clear call, values can overlap the other calls;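 also: luminescence divided by OD600 gain over 9 h not by final OD600 alone; inactives centre near 13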
KLF5 inh – kruppel-like factor 5 inhibition; DLD-1 KLF5 promoter-luciferase reporter, luminescence; inhibition, % at 5 µM; hit rate 0.23% among 290,000; AID 1700;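 active = inhibition above a per-plate limit of that plate's mean compound inhibition plus 3 SD, cut at about 60% in these data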;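 also: 0% = DMSO wells and 100% = LY294002 at 200 µM; higher means less KLF5 promoter-driven luciferase light; inactives centre near -14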
HIF activator – HIF pathway transcriptional activation; U2OS HRE-luciferase reporter, luminescence; normalized: DMSO 0%, desferrioxamine 100%; activation, % at 7.5 µM (by protocol); hit rate 0.32% among 300,000; AID 1910;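 active = mean activation of at least 10% of the iron chelator positive control signal, with at least half of replicates also reaching 10%; inconclusive = mean and replicate majority disagree about reaching 10%; inactive = mean and most replicates under 10%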
* hit, by the source's call; ? = inconclusive; . = not tested or not shown. Outcome played no part in choosing rows, and some 5% of all compounds hit somewhere here.

Each structure is followed by: HSF1 inhib, HDAC3 inh, IEC-6 cytotox, HSP90 refold inh, HSF1 activator, aSyn UTR inh, Platelet DG rel, AI-2 QS mod, KLF5 inh, HIF activator
CCCCCCCCCCCCCCCC[n+]1ccc(C(N)=O)cc1
  ., 10, 2, 3, ., ., ., ., -6, .
Cc1cccc(-n2c(SCC(=O)Nc3ncc(Cl)cc3Cl)nc3ccccc32)c1
  11, 2, 67*, 4, 25, ?, -3, 27, 28, -1.0
Cc1cc(C)n2nc(C(=O)N/N=C/c3cccs3)nc2n1
  -5, 6, -1, 4, 23, -13, -1, 12, 14, 1.0
Cc1ccc(NC(=O)C2=CCN(S(=O)(=O)c3ccc(F)cc3)CC2)cc1
  3, -1, -6, -2, -8, 10, -5, 8, -10, .
O=C(CSc1ncccn1)NCC1CCCO1 (centres undefined)
  -3, -4, 0, -5, -3, 22, 7, 19, -13, 0.2
CC1=C(C)/C(=N\OC(=O)/C=C/c2ccccc2)C=CC1=O
  -3, 11, 3, 3, 13, 20, 4, 60, -27, -0.5
O=C(CSc1nnc(NC(=O)c2ccccc2[N+](=O)[O-])s1)NCc1ccco1
  -5, -17, 0, -4, -14, -25, 9, -4, -29, 0.0
Cc1cc(C)nc(SCc2ccc(C(=O)N/N=C3\CC(C)CC(C)(C)C3)cc2)n1 (centres undefined)
  -5, 6, 10, 0, 9, 13, -9, -2, 18, -0.1
CCC(NS(=O)(=O)c1ccc(C)cc1)C(=O)N1CCN(c2ccccn2)CC1 (centres undefined)
  3, -4, -6, 1, 13, 18, -3, 3, -11, -0.2
CC1CCCC(C)N1C(=O)Cn1c(=O)sc2ccccc21 (centres undefined)
  -11, 0, ., ., -1, 11, 4, 32, ., -0.1
Cc1ccc(C(=O)CSc2cc(C)nc(SCC(=O)c3ccccc3)n2)cc1
  -1, 2, 3, 0, 6, -2, 0, 13, -19, -0.1
Cc1ccc(-c2cc(-c3n[nH]c(=S)o3)c3ccccc3n2)cc1
  1, 0, 19, 2, -6, 21, 14, 13, -17, 0.4
CCc1cccc(C)c1NC(=S)N(CCN(C)C)C(C)c1ccco1 (centres undefined)
  -8, 1, 0, -4, -8, -14, 3, 8, -30, 0.3
CC1=C(C(=O)Nc2ccc(C)cc2)C(c2ccc(C)o2)C2=C(CC(C)(C)CC2=O)N1 (centres undefined)
  -62*, -3, 5, 11, -71, -16, -9, ., 18, 0.5
Cc1cccc(/C(N)=N/OC(=O)N2c3ccccc3Sc3ccccc32)c1
  1, -5, -2, -4, -6, -70, 7, 28, 4, -0.1
O=C(N/N=C\c1ccccn1)C1c2ccccc2Oc2ccccc21
  3, -7, -4, 8, 8, -4, 0, 26, -3, -0.1
Cc1ccc(NS(=O)(=O)c2cccc(C(=O)Nc3c(C)n(C)n(-c4ccccc4)c3=O)c2)cc1
  -33, 0, 0, 0, -52, 1, 2, 2, -43, 0.3
Cc1nc2ccccc2n1CCC(=O)O
  -37, 0, -7, -1, -49, 7, -2, 5, -43, -0.1
CCCCn1c(N)c(Sc2ccccc2[N+](=O)[O-])c(=O)[nH]c1=O
  -9, -2, 5, 3, 8, 3, -6, 0, 1, 0.9
CCc1ccc(NC(=S)N(Cc2ccccc2)Cc2ccccn2)cc1
  7, 3, 3, -1, -3, 28, 3, 7, -6, 1.3
Cc1ccc(NC(=O)CCC(=O)NNC(=O)COc2ccc([N+](=O)[O-])cc2)cc1C
  -2, 0, 2, -1, 11, -5, -8, 9, -11, -0.1
CCOc1cc(S(=O)(=O)NCCc2ccccc2C)c(OCC)cc1-n1cnnn1
  6, -16, -7, 3, 18, 16, -1, 20, -39, .
COc1ccc(NC(=O)CCN2CCN(S(=O)(=O)c3ccc(C(C)C)cc3)CC2)cc1
  9, 3, -1, -2, 1, 13, 6, 3, -33, -0.2
O=C(c1cccc(S(=O)(=O)Nc2ccccc2Cl)c1)N1CCN(C(=O)c2ccco2)CC1
  4, 3, 3, 0, 12, -10, -4, 11, 24, -0.3
O=C1NN=C(c2ccc(Cl)cc2)CC1c1cccc(Cl)c1 (centres undefined)
  13, -2, 2, 2, 16, 18, 1, 12, -23, -0.4
CCOC(=O)CCCNC(=O)c1cncc(O)c1
  11, -10, 5, 8, 6, -19, -11, 8, -1, -0.4
O=S(Cc1ccccc1)CC(O)(c1ccccc1)c1ccccc1 (centres undefined)
  2, 2, 4, 1, -1, 9, -1, 5, 1, -0.8
Cc1ccc(C(=O)N2CCN(c3ccccc3)CC2)cc1NC(=O)c1ccco1
  5, -1, -8, -4, 8, 18, -2, 24, -20, -0.2
O=C(NCC(=O)N(Cc1ccco1)C(C(=O)NC1CCCCC1)c1ccncc1)c1cccs1 (centres undefined)
  2, -1, -1, -4, -18, -11, 6, 9, -15, 0.1
Cc1c(C(=O)NCCc2ccc(S(N)(=O)=O)cc2)cccc1[N+](=O)[O-]
  1, -4, -1, 1, 13, -26, -1, 2, -27, -0.9

Sorted by the number under HSF1 inhib (falling): 5 of the compounds above.
mol | HSF1 inhib | HDAC3 inh | HSP90 refold inh | HSF1 activator | aSyn UTR inh | Platelet DG rel | AI-2 QS mod | KLF5 inh
O=C1NN=C(c2ccc(Cl)cc2)CC1c1cccc(Cl)c1 (centres undefined) | 13 | -2 | 2 | 16 | 18 | 1 | 12 | -23
CCOC(=O)CCCNC(=O)c1cncc(O)c1 | 11 | -10 | 8 | 6 | -19 | -11 | 8 | -1
O=S(Cc1ccccc1)CC(O)(c1ccccc1)c1ccccc1 (centres undefined) | 2 | 2 | 1 | -1 | 9 | -1 | 5 | 1
Cc1ccc(NC(=O)CCC(=O)NNC(=O)COc2ccc([N+](=O)[O-])cc2)cc1C | -2 | 0 | -1 | 11 | -5 | -8 | 9 | -11
Cc1cc(C)n2nc(C(=O)N/N=C/c3cccs3)nc2n1 | -5 | 6 | 4 | 23 | -13 | -1 | 12 | 14

(further entries)
Each structure is followed by: HSF1 inhib, HDAC3 inh, IEC-6 cytotox, HSP90 refold inh, HSF1 activator, aSyn UTR inh, Platelet DG rel, AI-2 QS mod, KLF5 inh, HIF activator
CCN1CCCC1CNC(=O)c1cc(NC(C)=O)c(N(C)C)cc1OC (centres undefined)
  -9, 2, -2, -1, -10, 31, -6, 12, -5, -0.7
Cc1cc(SCC(=O)c2ccccc2)nc(SCC(=O)c2ccccc2)n1
  -2, 0, -5, 4, 16, 22, 0, 9, -21, 0.3
O=C(O)c1cc(C(=O)O)c(-c2ccccc2)c(C(=O)O)c1
  -4, -2, -1, 2, 8, 0, -3, 18, -22, 0.3
COc1cc(C2C(C#N)=C(N)N(c3sc4c(c3C#N)CCCC4)C3=C2C(=O)CC(C)(C)C3)cc(OC)c1OC (centres undefined)
  5, ?, 4, -2, -5, 1, -4, 9, -8, -0.6
Fc1ccc(CNC(=S)Nc2ccc(Cl)cc2)cc1
  5, -4, 6, 1, 28, -14, 1, -21, 4, -0.2
CS(=O)(=O)n1nc(-c2cccnc2)nc1NCc1ccccc1
  -11, 3, 4, 1, -7, 28, -1, 17, -4, 0.7
NC(=O)C1CCN(C(=O)CNC(=O)c2ccccc2)CC1
  2, -13, -8, 1, -1, 8, 0, 56, -18, -0.3
O=C(O)CCS(=O)(=O)c1nc(-c2cccs2)cc(C(F)(F)F)n1
  14, -12, 1, 8, 33, -38, 2, 26, -1, -0.3
CCOC(=O)C1CCN(S(=O)(=O)c2ccc3c(c2)CC(C)N3C(=O)C2CC2)CC1 (centres undefined)
  2, 2, 1, -1, -4, 27, -7, 8, -13, 0.2
CC(=O)Oc1ccc(C(=O)Nc2cccc(C(=O)c3ccc(C)c(C)c3)c2)cc1
  -2, -10, ., ., 8, 20, -1, 11, ., 0.3
Cc1cccc(CCNC(=O)C2CCC(CNc3c(N4CCCC4)c(=O)c3=O)CC2)c1 (centres undefined)
  -7, -7, ., ., -30, 1, 16, 34, ., 0.1
CCN(CC(=O)Nc1ccc(NC(C)=O)cc1)C(=O)Cc1cccc2ccccc12
  -1, 2, 7, 1, 23, 11, -14, 38, -2, -0.5
Cc1ccc(Oc2nc(-c3ccccn3)nc3ccccc23)cc1
  18, -8, 9, 8, 31, -93, 8, 35, -50, 2.3
NNc1nc(Nc2ccccc2)nc(Nc2ccccc2)n1
  -24, 10, 6, -3, -31, -117, 2, 43, -53, -1.1
COc1cccc(OC)c1C(=O)Nc1c(C)n(C)n(-c2ccccc2)c1=O
  0, 5, -1, 4, -1, 6, -21, 41, 13, -0.5
CCC(CC)C(=O)Nc1cc(NC(=O)C(CC)CC)cc(C(=O)O)c1
  -7, -4, -15, -4, 4, -2, -9, 2, -21, -0.3
COc1ccc(N2C(=O)/C(=C/c3ccc([N+](=O)[O-])cc3)N=C2C)c(OC)c1
  1, -1, -3, 2, -3, -20, -2, 10, -13, 0.2
CC1(C)Cc2c(cnn2-c2cccc(F)c2)C(NC(=O)c2ccc[n+]([O-])c2)C1 (centres undefined)
  -1, -3, 0, -4, 3, 2, 1, 18, -44, -0.1
OCC[C@@H]1C[C@@H](O)[C@H](O)[C@]2(Cc3ccccc3O2)O1
  -2, -12, -3, 0, -3, -15, 3, 25, -19, -1.7
O=[N+]([O-])c1ccc(Sc2nc3ccccc3o2)c([N+](=O)[O-])c1
  194, 3, 0, 2, 230*, -16, -17, -24, -6, 4.2
Cc1cccc(Cn2c(Sc3nc(C)cs3)nc3c2c(=O)[nH]c(=O)n3C)c1
  -3, -7, -3, 1, 7, 26, 0, 4, 4, 0.2
CCN1C(=O)CS/C1=N\c1nccs1
  ., -4, 0, -2, ., ., ., 14, 0, .
O=C(Cn1c(=O)oc2ccccc21)NC(=O)NCc1ccco1
  12, 0, -3, 3, 16, 14, -3, -12, -17, -0.1
Cc1c([N+](=O)[O-])c(C(=O)Nc2ccc3c(c2)OCCO3)nn1C
  14, 4, -8, -2, 11, -140, 29, 17, -92, 1.6
CCCCn1ccnc1C(=O)c1ccc(S(=O)(=O)N(CCOC)CCOC)cc1
  -5, ?, -1, 0, -23, 0, 0, 25, -23, 1.0
O=C(c1cc([N+](=O)[O-])ccc1Cl)N1CCN(c2ccccn2)CC1
  5, 6, 0, 0, 4, -6, -1, 17, 1, 0.5
Cc1ccc(C(=O)c2c3ccc([N+](=O)[O-])cc3[n+]([O-])n2CCCN)cc1
  12, 2, ., ., 17, 63*, -1, 16, ., 2.3
CCC1CCCCN1C(=O)CSc1nc(N)c(NC(=O)c2ccco2)c(=O)[nH]1 (centres undefined)
  -3, 5, -7, 1, 7, 6, 2, 30, -26, 0.1

Full records as entered above. Screens in order: HSF1 inhib | HDAC3 inh | IEC-6 cytotox | HSP90 refold inh | HSF1 activator | aSyn UTR inh | Platelet DG rel | AI-2 QS mod | KLF5 inh | HIF activator
Listed for `COc1cccc(OC)c1C(=O)Nc1c(C)n(C)n(-c2ccccc2)c1=O` = 0 | 5 | -1 | 4 | -1 | 6 | -21 | 41 | 13 | -0.5
Listed for `O=C(c1cc([N+](=O)[O-])ccc1Cl)N1CCN(c2ccccn2)CC1` = 5 | 6 | 0 | 0 | 4 | -6 | -1 | 17 | 1 | 0.5

Screens (PubChem)
